# From PubChem BioAssay
# Anthrax LF inh2 – blocks Bacillus anthracis lethal factor protease | multiplex microsphere protease cleavage assay, LF | inhibition, % at 10 µM | 360,000 compounds, 0.12% hits | AID 588501; also: plate controls were buffer without enzyme for full effect and enzyme alone for no effect
# PriA SSB inh – blocks PriA binding to SSB C-terminal tail. inhibition, % at 33 µM. AID 1272365. 430,000 compounds, 0.6% hits. AlphaScreen SSBct-PriA binding, biotinylated peptide; in the data active = inhibition mostly above about 37%, no sharp cut-off; inactive = mostly below about 20%;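 also: plate controls were negative control peptide for no effect and reference peptide for full effect; strong numbers were not always called active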
# CCHF vOTU inh – CCHFV vOTU protease inhibition; Pep-AMC fluorescence; inhibition, % at 11.5 µM; 370,000 compounds, 0.55% hits; AID 651958; in the data active = inhibition above about 30%; also: 0% = vehicle wells with enzyme and 100% = no enzyme wells
# DUSP3 inh – blocks human VHR1 dual specificity phosphatase. recombinant VHR phosphatase, pNPP absorbance. inhibition, % at 13.3 µM. 290,000 compounds, 0.52% hits; in the data active = inhibition above about 50%; also: some compounds called inactive have numbers as strong as hits
# BoNT-A LC inh2 – BoNT A light chain protease inhibition; multiplex microsphere protease substrate cleavage, flow cytometry; inhibition, % at 10 µM; 360,000 compounds, 0.17% hits; AID 588499; also: plate controls were buffer without enzyme for full effect and enzyme alone for no effect
# TcdB inh – inhibitors of Clostridioides difficile toxin B glycohydrolase; inhibition, % at 9.99 µM; P18177; 350,000 compounds, 0.24% hits; TcdB glycohydrolase enzymatic assay, plate reader; AID 652162; in the data active = inhibition above about 10%
# PfHsp40 rescue – restores yeast growth despite PfHsp40 toxicity; S. cerevisiae expressing PfHsp40, growth rescue, ATP luminescence; 340,000 compounds, 0.68% hits; AID 504582; growth rescue, % at 12.5 µM; in the data active = growth rescue above about 28%, passing the limit was not always enough; inconclusive = no clear call, values can overlap the other calls;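 also: yeast W303a lacking pdr1 and pdr3 grown in galactose medium; growth measured after three days at 30 °C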
# Vc quorum ag – quorum light induction in luxS cqsA deficient V. cholerae. V. cholerae BH1578 lux reporter, luminescence, 6 h. activation, % at 18.7 µM. 350,000 compounds, 0.16% hits; in the data active = activation mostly above about 9.7%, no sharp cut-off; inconclusive = no clear call, values can overlap the other calls; inactive = mostly below about 3.7%; also: not every result past the cut was called active; inactives centre near 0; reference of the scale not given here
# SARS 3CLpro inh – SARS-CoV 3CLpro protease inhibition | inhibition, % at 6 µM | recombinant SARS-CoV 3CLpro, quenched FRET peptide cleavage | 290,000 compounds, 0.14% hits | AID 1706 | P0C6X7; in the data active = inhibition above about 12%
# Yp Topo-I inh – blocks Yersinia pestis topoisomerase I activity | 360,000 compounds, 0.064% hits | Y. pestis Topo-I cleavage product accumulation, plate reader | AID 504884 | activity, % at 10 µM; in the data active = activity above about 50%, passing the limit was not always enough; inconclusive = no clear call, values can overlap the other calls; also: inactives centre near 2
# Active calls of the source: *; i = inactive; ? = inconclusive; nt = not tested or not shown; & = joins results of further samples. Rule as the data show it, unless noted: active = inhibition above about 30%; inconclusive = no clear call, values can overlap the other calls; inactive = below that.
no.	mol	BoNT-A LC inh2	TcdB inh	SARS 3CLpro inh	PfHsp40 rescue	Vc quorum ag	PriA SSB inh	Anthrax LF inh2	DUSP3 inh	Yp Topo-I inh	CCHF vOTU inh
1	O=C(N/N=C/c1ccc(N2CCOCC2)s1)c1ccc(NS(=O)(=O)c2cccs2)cc1	-1.1	-4.9	6	2.1	-0.4	i	-3	27	-9	5
2	Cc1cc(C)c2c(-n3cccc3)c(C(=O)NNS(=O)(=O)c3ccc(F)cc3)sc2n1	-0.6	nt	6	3.5	-0.4	-6	-4	17	2	-2
3	CCOC(=O)C1CCCN(C(=O)C2CCN(S(=O)(=O)CC)CC2)C1 (stereo unspecified)	-1.0	nt	1	-1.3	-3.6	-10	-2	27	-6	-2
4	CN(C)c1ccc(C2N(c3ccc(Cl)cc3)C(=O)C3CCCN32)cc1 (stereo unspecified)	-0.9	0.7	0	-0.2	-0.2	-2	-15	9	10	0
5	Cc1ccc(NC2=NCCCS2)c(C)c1C	0.0	nt	-1	-0.4	i	-5	0	0	4	-1
6	CS(=O)(=O)N1CCC(Oc2ccccc2C(=O)NCCCc2cccnc2)CC1	1.0	1.2	-6	4.4	-1.6	-17	3	2	-3	5
7	COc1ccc(NS(=O)(=O)c2ccc(-n3nnc4ccccc43)c([N+](=O)[O-])c2)cc1	3.0	0.7	1	-0.8	-2.6	19	-11	12	-4	-15
8	COc1ccc(C(=O)Nc2ccc(N3CCCCC3)cc2)cc1Br	0.3	nt	-4	-1.1	i	9	-2	-3	-1	-18
9	COc1ccc2[nH]c(C)c(C(=O)CN(C)C)c2c1	-0.5	nt	2	-0.8	-0.2	-14	-4	-5	-1	-9
10	CCN1C(=O)/C(=C/c2cnn(CC)c2C)SC1=S	0.9	0.1	-1	0.0	0.1	-9	1	2	6	-6

# One compound at a time, as listed above. Values in the order: BoNT-A LC inh2 | TcdB inh | SARS 3CLpro inh | PfHsp40 rescue | Vc quorum ag | PriA SSB inh | Anthrax LF inh2 | DUSP3 inh | Yp Topo-I inh | CCHF vOTU inh
# `Cc1ccc(NC2=NCCCS2)c(C)c1C` as listed: 0.0 | nt | -1 | -0.4 | i | -5 | 0 | 0 | 4 | -1
# `COc1ccc(C(=O)Nc2ccc(N3CCCCC3)cc2)cc1Br` as listed: 0.3 | nt | -4 | -1.1 | i | 9 | -2 | -3 | -1 | -18
# `COc1ccc(NS(=O)(=O)c2ccc(-n3nnc4ccccc43)c([N+](=O)[O-])c2)cc1` as listed: 3.0 | 0.7 | 1 | -0.8 | -2.6 | 19 | -11 | 12 | -4 | -15
# `CS(=O)(=O)N1CCC(Oc2ccccc2C(=O)NCCCc2cccnc2)CC1` as listed: 1.0 | 1.2 | -6 | 4.4 | -1.6 | -17 | 3 | 2 | -3 | 5
# `CCOC(=O)C1CCCN(C(=O)C2CCN(S(=O)(=O)CC)CC2)C1` (stereo unspecified) as listed: -1.0 | nt | 1 | -1.3 | -3.6 | -10 | -2 | 27 | -6 | -2

# The list continues.
no.	mol	BoNT-A LC inh2	TcdB inh	SARS 3CLpro inh	PfHsp40 rescue	Vc quorum ag	PriA SSB inh	Anthrax LF inh2	DUSP3 inh	Yp Topo-I inh	CCHF vOTU inh
11	Cc1ccc(NC(=O)CC(=O)c2ccccc2)cc1C	-1.7	2.6	3	0.6	-0.5	-21	-4	5	-5	-19
12	O=C(Nc1ccccc1)c1cc2ccccc2c(=O)s1	0.4	0.4	-3	3.4	-0.6	-10	1	-2	-9	-13
13	O=C(CCCC(=O)N(CC(=O)NC1CCCCC1)Cc1ccc2c(c1)OCO2)Nc1ccccn1	0.2	nt	0	-0.5	-0.4	-2	4	17	-2	-2
14	CCOC(=O)c1ccc2c(c1)nc(C)n2CC	1.3	nt	-2	1.4	-6.2	-7	-3	nt	-2	5
15	Nc1nc(Cn2nnc(-c3ccccc3F)n2)nc(N2CCOCC2)n1	-0.3	-1.9	-8	40*	-1.2	6	2	-16	7	7
16	C=CCSc1nnc(CNC(=O)c2ccccc2C)n1C(C)C	-0.3	0.4	0	-2.3	-0.1	-8	1	0	-9	0
17	COc1ccccc1C(CNC(=O)c1ccco1)N1CCCC1 (stereo unspecified)	-1.6	-0.2	nt	-1.6	-2.0	-2	-2	nt	2	-9
18	COc1cc(OC)cc(-n2nnnc2SCC(=O)NCc2ccc3c(c2)OCO3)c1	1.1	1.1	-2	-0.1	-1.8	7	-2	7	-4	3
19	COc1ccc(Nc2nc(-c3ccccc3)nc3ccccc23)cc1	-3.0	1.7	0	6.5	i	-55	3	10	-29	-2
20	C#CCOCCOCCOCCNc1nc(N2CCN(C(=O)[C@H](C(C)C)n3cc(CCO)nn3)CC2)nc(N2CCN(C(=O)[C@H]([C@@H](C)CC)n3cc(CCC(=O)O)nn3)CC2)n1	-1.1	3.6	nt	0.1	i	4	-4	nt	8	4
21	Cc1cn(C(=O)c2ccccc2)c(=S)n1-c1ccc(Br)cc1	0.2	nt	7	-0.1	-0.7	-14	-6	18	0	-5
22	Cc1ccc(NS(=O)(=O)c2c(C)[nH]c(C)c2C(=O)N2CCCCC2)cc1Cl	10	-14	-7	1.6	-0.3	8	6	39	7	18
23	COc1ccc(N2CCN(C(=O)c3ccccc3NC(=O)C3=C(C)OCCS3)CC2)cc1	1.5	-1.2	5	1.4	-0.1	4	1	-26	7	8
24	CNCc1c(C)nn(-c2ccccc2)c1C	-0.1	0.2	3	0.2	-1.6	-4	-1	-11	-6	-13
25	COc1ccc(CNC(=S)N/N=C/c2ccc(OC)c(OC)c2)cc1	-0.8	nt	4	-0.8	-1.4	nt	-4	7	-4	-1
26	Cn1c(-c2ccccc2)cnc1SCC(N)=O	1.7	nt	2	1.9	i	-11	5	24	4	-4
27	COC(=O)[C@@]1(Cc2ccc(F)cc2)[C@H]2c3cc(C(=O)N4CCCC4)n(Cc4ccc(C)c(F)c4F)c3C[C@H]2CN1C(=O)c1ccccc1	-0.1	-0.9	nt	nt	nt	nt	-1	nt	nt	20
28	O=C(O)CCSc1ccc2ccccc2n1	0.4&0.2	3.3	0&2	-0.8&-0.8	0.4&13	-11	-2&4	18&22	-3&2	3
29	COc1cc(C(F)(F)F)nc2ccc(C#CCOC(=O)Nc3ccccc3)cc12	-7.1	-1.6	-1	-0.2	-0.6	-14	-2	-9	2	-7
30	CCOC(=O)c1ccc(NC(=O)NC2CC3CCC(C2)N3C(=S)NC)cc1 (stereo unspecified)	0.4	0.0	3	-1.2	i	-4	-6	13	0	2
31	O=C(COc1ccc(F)cc1)N1c2ccccc2CCc2ccccc21	-0.2	0.2	1	0.8	-0.2	-23	-3	10	22	-4
32	C#Cc1cccc(NC(=O)Cc2cccs2)c1	0.1	1.7	1	0.2	-0.4	-18	-6	4	1	2
33	COc1ccc(CN2CC(C(=O)N3CC(C)CC(C)C3)CC2=O)cc1 (stereo unspecified)	1.0	1.8	-4	-1.7	i	-4	-2	7	-9	3
34	COc1ccc(C(=O)N2CCCC(c3nc(-c4cc(OC)c(OC)c(OC)c4)no3)C2)cc1 (stereo unspecified)	0.0	1.5	-2	1.7	-0.3	6	1	-13	10	nt
35	Cc1ccc(C(C#N)N2CCOCC2)cc1 (stereo unspecified)	0.7	nt	3	-1.0	2.4	-32	1	12	3	-11
36	CC1CCN(C2=C(NS(=O)(=O)c3ccc(Br)cc3)C(=O)c3ccccc3C2=O)CC1	-1.9	1.2	5	2.0	-0.2	70*	-4	-24	19	14
37	COc1ccc(CCNC(=O)c2ccc3nc[nH]c3c2)cc1	-1.4	1.3	-4	-0.4	-1.1	0	3	18	0	2
38	CCC(=O)NNc1nc2c(C)cc(C)cc2s1	-0.3	1.0	-3	0.0	-0.3	0&-2	-5	15	1	10
39	CCN(CC(=O)Nc1ccc(NC(C)=O)cc1)C(=O)CCN1C(=O)C2CC=CCC2C1=O (stereo unspecified)	1.8	0.8	nt	-1.4	-0.2	2	?	nt	4	-4
40	COc1cccc(C(=O)Nc2ccccc2C(=O)NC2CC2)c1	1.0	1.5	-5	0.0	i	-7	-1	24	-4	12
41	COc1ccc(S(=O)(=O)N2C[C@H]3CON(C)[C@H]3C[C@H]2c2ccc(-c3cccc(F)c3)cc2)cc1	0.5	0.4	nt	nt	nt	nt	0	nt	nt	1
42	CCCCCC(C)NC(=S)NC(=O)c1cc(S(=O)(=O)N2CCOCC2)ccc1C (stereo unspecified)	1.7	nt	-2	2.4	i	-3	1	-16	37	4
43	CCc1ccc(S(=O)(=O)Nc2ccc(Cl)cn2)cc1	nt	0.1	1	4.6	-1.2	-10	nt	4	-4	1
44	CCOC(=O)C1CCCN(C(=O)c2cc3nc(-c4cccc(OC)c4)cc(C(F)(F)F)n3n2)C1 (stereo unspecified)	-2.0	nt	3	0.9	2.0	1	-5	6	2	1
45	Cc1ncc(CO)c(/C=N/NC(=O)c2cccc(S(=O)(=O)N3CCCC3)c2)c1O	nt	0.5	nt	1.3	-0.4	nt	nt	nt	-17	3
46	O=C(/C=C/c1ccc(S(=O)(=O)N2CCOCC2)cc1)Nc1ccc(F)c(F)c1F	-2.1	0.1	nt	1.8	i	-2	-6	nt	9	-10
47	O=C1c2ccccc2-n2nnnc2C2c3ccccc3-n3nncc3CN12 (stereo unspecified)	0.4	0.2	nt	nt	nt	nt	0	nt	nt	1
48	CC(C)(C)c1ccc(CC(=O)N2CCC2(C)C(=O)Nc2ccc3[nH]ncc3c2)cc1 (stereo unspecified)	-0.1	0.4	nt	nt	-0.2	nt	-4	nt	13	13
49	CCC(=O)N1CCC1(C)C(=O)Nc1ccc(OC)c(OC)c1 (stereo unspecified)	-0.3	1.4	nt	nt	i	nt	-2	nt	8	-2
50	Cc1cccc(NC2(C(=O)O)CCCC2)c1	-0.1	-5.6	nt	-1.5	nt	-1	-4	nt	-8	5
51	O=C(O)c1ccc(N/N=C/c2ccc3ncccc3c2)cc1	-0.5	nt	4	0.2	i	nt	-2	13	-4	12
52	Cc1ccc(Cn2c(C3CCCN3c3nc(-c4ccc(F)cc4)cs3)nc3cc(C(F)(F)F)ccc32)cc1 (stereo unspecified)	-0.7	-0.3	nt	0.1	i	-4	0	nt	45	6
53	Cc1ccc(CN2CCN(CC(=O)N/N=C/c3ccc(C)o3)CC2)cc1	0.0	-4.3	-2	-1.1	-0.3	i	16	0	5	-5
54	O=C(OC(C(=O)NCC1CCCO1)c1ccc(F)cc1)c1cccs1 (stereo unspecified)	1.6	nt	0	-1.2	-3.0	-12	1	4	-4	-3
55	O=C(C1=C(O)C(=O)N(CCCn2ccnc2)C1c1cccc(Br)c1)c1ccco1 (stereo unspecified)	9.3	1.6	-2	0.3	i	0	7	-3	6	18
56	O=C(/C=C/c1ccccc1)NC(=S)NNC(=O)c1ccco1	nt	nt	1	35*	-8.3	3	nt	4	-4	14
57	CN(C)C(=O)CSc1nc(-c2ccccc2)nc2c1CCCC2	-0.5	nt	1	0.3	i	-12	4	20	29	2
58	COc1ccc(CNC(=O)COC(=O)c2cnccn2)cc1	0.7	nt	1	-0.3	3.1	-19	-6	15	0	0
59	COc1ccccc1C(CNC(=O)CCNS(=O)(=O)c1ccc(Br)cc1)N1CCCC1 (stereo unspecified)	0.5	0.2	nt	4.5	i	-1	3	nt	-3	-1
60	Cc1cc(C(=O)NNC(=O)NC(C)C)no1	-0.1	1.1	3	-0.8	i	-9	10	16	-11	-4
61	CC(C)c1ccc(OCc2ccc(C(=O)N3CCCC3)o2)cc1	2.1	0.9	6	0.5	-0.4	2	4	6	33	11
62	O=C(NCc1cccnc1)Nc1ccc(F)cc1F	-2.3	nt	-4	-0.9	3.2	-9	-3	28	0	-14

# A portion of the library; rates above refer to the full screens.
